Compound activity deposited in PubChem by several laboratories.
hERG protect: compounds protecting human hERG from proarrhythmic drug block; Q12809; CHO-hERG, FluxOR thallium flux, dofetilide IC70 present; activation (rescue from dofetilide block), less the hit threshold, % at 10 µM; 0.51% of 310,000 active; AID 1511;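 active = activation above the mean of controls blocked by dofetilide plus 5 SD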;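 note: thallium influx through hERG after potassium depolarization seen as dye fluorescence rise; in these data hits start at about 4.7%; inactives centre near -7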
RGS4 pot: potentiators or activators of RGS4. HEK293 M3R/inducible RGS4, carbachol calcium flux Fluo4; hits give low values. B-score at 10 µM. 0.92% of 310,000 active. AID 463111;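 active = B-score of the integrated calcium signal more than 4 SD below the library mean, with starting fluorescence not abnormally high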;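 note: negative B-score means reduced calcium response which marks RGS4 activation or potentiation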
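test system = M3R-expressing HEK293 line, RGS4 induced by doxycycline | probe or stimulus = carbachol at ECmax as muscarinic agonist stimulus | timing = dye loading 30 min 37 °C, buffer rest 30 min RT | signal = calcium dye Fluo4 fluorescence | evaluation = B score from integrated fluorescence ratio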
KCNQ1 pot: human KCNQ1 channel potentiation or activation; P51787; CHO-K1 KCNQ1, thallium flux FluxOR fluorescence; hits give high values; B-score at 10 µM; 0.35% of 310,000 active; AID 2648;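 active = fluorescence ratio B-score, a plate-corrected score, at least three library SD, with initial intensity B-score within 5 SD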
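Assay system: CHO-K1 cells stably expressing KCNQ1; Medium: assay buffer with matched DMSO; Also added: K+/Tl+ depolarizing stimulus; Dosing: single dose; Timing: dye 90 min, compound 20 min, room temperature; Measured by: kinetic FluxOR thallium fluorescence, 10-s 1-Hz baseline, 110-s post-stimulus read; Read-out: peak-minus-minimum fluorescence over initial fluorescence, negative-control normalized, B-scored.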
GSK3 alpha inh: blocks human GSK-3 alpha kinase; P49840; ADP-Glo luminescence, 60 min; inhibition, % at 10 µM; 0.1% of 320,000 active; AID 2650;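 in the data active = inhibition above about 50%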;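 note: GST-tagged GSK-3 alpha with peptide substrate and 25 µM ATP; 0% = DMSO neutral wells and 100% = GW8510 positive control wells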
GSK3B inh: blocks human GSK3beta kinase activity; P49841; GST-GSK3beta kinase, ADP-Glo luminescence, 60 min; hits give low values; activity score (negative = inhibition), % at 10 µM; 0.038% of 300,000 active; AID 2097;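 active = more than half of replicate wells score below -50%, meaning over 50% inhibition versus plate controls; inconclusive = some replicates but at most half score below -50%; inactive = no replicate scores below -50%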;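 note: 0% = median DMSO wells and -100% = median GW8510 positive control wells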
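Test system – GST-tagged human GSK3beta kinase, cell-free · Incubation – 60 min enzyme reaction, room temperature · Signal – ADP-Glo luminescence · Also added – peptide substrate and ATP at 25 µM · Controls – DMSO neutral wells and GW8510 at 20 µM as positive · Buffer or medium – Tris/MgCl2 kinase buffer · Measure – Luminescence-derived activity versus plate DMSO and GW8510 wells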
Dyrk1A ADPGlo: inhibitors of rat Dyrk1A kinase | Q63470 | AID 504441 | inhibition, % at 12.5 µM | 0.43% of 310,000 active | ADP-Glo luminescence, NFATc1 peptide; in the data active = inhibition above about 50%;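 note: plate controls were vehicle with enzyme for no effect and no enzyme for full effect; many of its hits are not listed in these tables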
HDAC3 inh: inhibitors of human histone deacetylase 3 | recombinant HDAC3, fluorogenic peptide/trypsin coupled, fluorescence | inhibition, % at 8.3 µM | 0.15% of 320,000 active; in the data active = inhibition above about 26%, passing the limit was not always enough; inconclusive = no clear call, values can overlap the other calls
KCNK3 block: human KCNK3 channel inhibition, primary screen | B-score at 10 µM | O14649 | 0.84% of 340,000 active | CHO-KCNK3 thallium flux, FluxOR fluorescence; hits give low values;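 active = B-score under library mean minus 4 SD, starting fluorescence ratio at most library mean plus 5 SD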;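 note: more negative B-score means stronger inhibition of thallium flux through KCNK3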
Target sequence (O14649 whole entry, looked up): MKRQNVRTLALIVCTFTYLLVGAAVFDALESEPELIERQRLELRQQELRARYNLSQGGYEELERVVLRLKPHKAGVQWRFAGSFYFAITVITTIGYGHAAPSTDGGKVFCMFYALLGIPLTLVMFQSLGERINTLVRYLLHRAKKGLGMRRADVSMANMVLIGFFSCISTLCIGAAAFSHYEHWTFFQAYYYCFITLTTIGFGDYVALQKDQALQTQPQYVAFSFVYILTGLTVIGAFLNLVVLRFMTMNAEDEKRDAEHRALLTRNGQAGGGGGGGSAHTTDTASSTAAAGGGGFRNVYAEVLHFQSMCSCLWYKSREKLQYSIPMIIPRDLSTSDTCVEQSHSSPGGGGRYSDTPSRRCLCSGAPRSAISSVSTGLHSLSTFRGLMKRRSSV
PolyA inh: inhibitors of polyadenylation in S. cerevisiae. S. cerevisiae SKY197-pL101 polyadenylation reporter, beta-gal luminescence; efflux-impaired pdr1/pdr3 knockout yeast; score 100 = 6 SD above DMSO. 0.02% of 300,000 active. AID 1875. calls only at 12 µM;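 active = lowest replicate activity score at least 50, where 100 means six control SD above control mean; inconclusive = lowest score under 50 but half or more replicates reach 50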;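 note: yeast exposed to compound for 9 h at 30 °C; higher score means more reporter readthrough which indicates perturbed polyadenylation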
KCNK9 inh: blocks the human KCNK9 two-pore domain potassium channel | 1.2% of 310,000 active | Q9NPC2 | AID 488922 | HEK293 KCNK9, FluxOR thallium flux fluorescence; hits give low values | B-score at 10 µM;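 active = ratio B-score over 3 SD below the library mean, with starting fluorescence within 5 SD of its mean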;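 note: negative B-score means less thallium flux so channel inhibition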
Target sequence (Q9NPC2 whole entry, looked up, the tested form may be a part): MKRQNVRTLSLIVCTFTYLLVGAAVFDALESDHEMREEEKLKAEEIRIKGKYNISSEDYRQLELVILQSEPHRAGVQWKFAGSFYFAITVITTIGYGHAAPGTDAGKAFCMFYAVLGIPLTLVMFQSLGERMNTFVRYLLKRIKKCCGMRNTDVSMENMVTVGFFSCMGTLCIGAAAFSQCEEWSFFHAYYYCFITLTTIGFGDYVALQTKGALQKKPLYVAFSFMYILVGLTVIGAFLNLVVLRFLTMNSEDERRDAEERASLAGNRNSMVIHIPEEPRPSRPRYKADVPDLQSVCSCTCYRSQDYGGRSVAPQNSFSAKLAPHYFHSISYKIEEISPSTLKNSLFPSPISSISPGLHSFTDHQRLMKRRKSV
KCNQ1 inh: blocks the human KCNQ1 potassium channel. B-score at 10 µM. AID 2642. CHO-K1 KCNQ1, FluxOR thallium flux fluorescence; hits give high values. 1.3% of 310,000 active. P51787;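 active = compounds whose thallium flux B-score, printed positive for inhibition, exceeds three library SD while starting fluorescence stays within three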;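 note: channel opened by potassium depolarization with thallium stimulus after 20 min compound exposure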
Active calls of the source: *; i = inactive; ? = inconclusive; / = no result given. Only part of the results is shown (hit frequency here may not be typical).

SMILES	PolyA inh	KCNK9 inh	GSK3 alpha inh	hERG protect	KCNQ1 pot	KCNK3 block	Dyrk1A ADPGlo	KCNQ1 inh	RGS4 pot	HDAC3 inh	GSK3B inh
CCn1ncc(C2=NOC(C(=O)Nc3cccc(O)c3)C2)c1C (configuration not stated)	i	i	-0.7	0.9	i	i	3.4	i	i	-2.4	3.6
Cc1ccc(NC(=O)CCC(=O)N/N=C/c2coc3ccccc3c2=O)cc1	i	i	-1.4	-13.6	i	i	-1.1	i	i	8.4	2.5
CCCC(CCC)C(=O)Nc1cccc(C(=O)O)c1	i	i	-3.5	-5.6	i	i	1.1	i	i	-5.4	-3.3
Cc1ccc(Cl)cc1NC(=O)CSc1nncn1-c1ccccn1	i	i	-0.7	-5.3	i	i	-5.3	i	i	3.4	2.0
COc1ccc(C(CNC(=O)c2ccc(Cl)c(NC(=O)c3cccs3)c2)N2CCCC2)cc1 (configuration not stated)	i	i	0.7	-10.3	i	i	-2.1	i	-12.5*	0.2	0.8
COc1ccccc1N(CC(=O)Nc1ccccc1C)S(C)(=O)=O	i	i	-2.9	-8.3	i	i	11.3	i	i	0.2	-2.7
O=C(Nc1nnc(S(=O)(=O)N2CCCCCC2)s1)c1ccccc1	i	i	0.1	-3.1	i	i	1.5	i	i	-4.2	4.3
CCCC(=O)Nc1ccc(Nc2ccccc2)cc1	i	i	2.0	-1.1	i	i	1.4	i	i	0.2	-0.7
CN1C(=O)c2ccccc2C(C(=O)O)C1c1cccc(F)c1 (configuration not stated)	i	i	1.3	-4.3	i	i	-5.1	i	i	5.1	1.1
Fc1ccccc1N1CCN(CC2CC3C=CC2C3)CC1 (configuration not stated)	i	i	-0.6	2.7	i	i	0.1	i	i	0.7	6.7
CC(C)c1ccc(NC2CCCN(C(=O)c3ccc(Cn4cnnn4)cc3)C2)cc1 (configuration not stated)	i	i	3.3	-3.7	i	i	/	i	i	?	-9.0
CNS(=O)(=O)c1cc(NC(=O)c2cnc(SC)n2-c2ccccc2)ccc1C	i	i	0.0	-1.4	i	i	5.3	i	i	6.1	-21.7
c1ccc(-c2cc(-c3ccccc3)[nH]n2)cc1	i	i	6.7	-4.9	i	i	-3.3	i	i	0.2	-5.4
CCCc1cc(=O)[nH]c(SCC(=O)Nc2nc3ccc(OCC)cc3s2)n1	i	i	-2.3	-3.2	i	i	-7.0	i	i	-5.3	4.6
C[n+]1ccn(CC(=O)c2cc(C(C)(C)C)c(O)c(C(C)(C)C)c2)c1	i	i	-2.3	-10.2	i	i	12.7	i	i	-9.7	-2.7
O=C(NCCCN1CCCCC1)C1(S(=O)(=O)c2ccc(Cl)cc2)CC1	i	i	-1.6	-0.8	i	i	3.8	i	i	-1.0	1.4
CCCn1c(N)c(N(CCOC)C(=O)/C=C/c2cccc(Cl)c2)c(=O)[nH]c1=O	i	i	-1.7	-1.6	i	i	-7.5	i	i	-9.3	3.0
Cc1cc(C)n(-c2ccc(C(=O)Nc3nnc(C)s3)cc2)n1	i	i	4.2	-8.6	i	i	0.7	i	i	0.3	1.8
CCCCCn1c(=N)c(S(=O)(=O)c2ccc(Br)cc2)cc2c(=O)n3cccc(C)c3nc21	i	i	0.7	-14.7	i	i	-6.9	i	i	6.4	-1.1
Cn1c(-c2ccc3c(c2)OCO3)cc(=O)c2ccccc21	i	i	4.1	-6.5	i	i	42.4	i	i	-6.7	0.7
Cc1cc(OCC(=O)NCc2ccccn2)c2c(C)c(C)c(=O)oc2c1	i	i	1.0	-8.5	i	i	1.7	i	i	-40.4	1.3
COCCNC(=O)C1CC(=O)N(C2CCCCC2)C1 (configuration not stated)	i	i	-0.6	-5.7	i	i	4.5	i	i	2.7	3.4
CCOC(=O)N1CCN(C(=O)CSc2nnc(-c3ccc(C(C)(C)C)cc3)o2)CC1	i	i	-1.8	-3.4	i	i	-0.4	i	i	-1.1	1.6
Cc1c(Cl)cccc1N1C(=O)CC(NNC(=O)c2cccnc2)C1=O (configuration not stated)	i	i	-1.5	-9.3	i	i	-4.0	i	i	9.4	0.8
COC(=O)c1ccc(CSc2nc3sc(C(=O)O)c(C)c3c(=O)[nH]2)cc1	i	i	3.8	-5.8	i	/	/	i	i	-1.2	-3.3
Cc1ccc(C(NC(=O)N2CCOCC2)C(Cl)Cl)cc1F (configuration not stated)	i	i	3.4	-0.2	i	i	-3.4	i	i	-4.2	-0.1
CCCc1nc2nc(C)c(NS(=O)(=O)c3ccc(C(C)(C)C)cc3)c(=O)n2[nH]1	i	i	-4.9	-9.4	i	i	-7.0	i	i	3.9	/
COc1ccc(Cl)cc1NC(=O)NCCN1CCCCC1	i	i	4.7	-15.8	i	i	/	i	i	-7.4	-1.0
CCCCOC(=O)n1c(=O)oc2ccc(S(=O)(=O)N3CCCCC3)cc21	i	i	-0.7	-1.7	i	i	12.8	i	i	-0.1	1.5
COc1ccc(-c2noc(CCC(=O)N3CCN(c4cc(C)ccc4C)CC3)n2)cc1	i	i	-2.4	-4.3	i	i	2.7	i	-7*	9.8	-4.0
ClC1(Cl)CC1CSc1ncn[nH]1 (configuration not stated)	i	i	/	-3.6	i	i	5.4	i	i	/	2.7
O=C(NC(=S)Nc1cccc(NC(=O)c2ccccc2)c1)c1cccc([N+](=O)[O-])c1	i	i	-0.3	-6.2	i	i	-2.5	i	i	-0.6	0.6
O=C(NCc1ccccc1Cl)C(=O)NCC1CCCN1S(=O)(=O)c1cccs1 (configuration not stated)	i	i	-0.9	-16.2	i	i	-3.2	i	i	-4.2	0.0
COc1ccc(N2CCN(c3ncnc4c3cnn4-c3ccc(C)cc3C)CC2)cc1	i	i	-0.6	-0.9	i	i	-9.5	i	i	4.5	-1.7
CC1(C)CC(=O)C2=C(C1)Nc1ccccc1NC2c1ccccc1F (configuration not stated)	i	i	0.1	-14.7	i	i	-2.9	i	i	2.1	-4.9
S=C(NCc1ccc2c(c1)OCO2)NC1CC1	i	i	1.8	-7.0	i	i	2.0	i	i	1.2	0.9
O=C(CN1C(=O)C2C3C=CC(C3)C2C1=O)NCCc1ccccc1 (configuration not stated)	i	i	-1.4	-10.0	i	i	-0.1	i	i	0.0	2.2
Cc1ccc(S(=O)(=O)Nc2ccccc2C(=O)Nc2ccc(S(=O)(=O)Nc3nccc(C)n3)cc2)cc1	i	i	-3.8	-9.8	i	i	-3.8	i	i	-27.9	7.4
COc1ccc(N2CCN(C(=O)CNC(=O)Cc3ccc(Cl)cc3)CC2)cc1	i	i	1.8	-7.3	i	i	-2.4	i	i	-8.5	-0.9
Cc1ccc(S(=O)(=O)N2CCC(C(=O)Nc3ccccc3N3CCCCC3)CC2)cc1	i	i	0.0	-7.1	i	i	5.4	i	i	-7.9	2.2
COc1ccc(NC(=O)CCNC(=O)Cn2cnc3sc4c(c3c2=O)CCCC4)c(OC)c1	i	i	-1.4	-4.9	i	i	0.5	i	i	-4.9	-5.1
CCCC/C=C/C(NC(=O)CCc1ccccc1)c1ccccc1 (configuration not stated)	i	-10*	-0.7	-4.8	i	i	10.1	i	i	-12.5	-0.5
C=CCOn1c(=O)c(-c2cc3ccccc3o2)[n+]([O-])c2ccccc21	i	i	-2.4	-6.8	i	i	0.6	i	i	3.9	-1.2
C[C@@H](NC(=O)[C@@H]1Cc2ccccc2CN1)C(=O)NCc1ccco1	i	i	-1.8	-10.8	i	i	-3.4	i	i	-6.8	4.1
CN(C)/C(=N\S(=O)(=O)c1ccc(Cl)cc1)c1ccc(F)cc1	i	i	3.1	0.2	i	i	2.1	i	i	4.0	1.2
Cc1cccc(Nc2cc(=O)[nH]c(=O)[nH]2)c1C	/	i	0.5	-1.8	i	i	-1.6	i	i	-0.7	-3.8
CC(=O)Cc1nnn(-c2cc(C)on2)n1	i	i	0.3	-1.9	i	/	/	i	i	0.1	1.3
Nc1c(NCCC2=CCCCC2)c(=O)[nH]c(=O)n1Cc1ccccc1	i	i	1.1	-7.3	i	i	-6.2	i	i	7.8	3.1
CC(C)(C)c1nc2scc(-c3cccs3)c2c(=O)o1	i	i	-1.3	-5.4	i	i	3.0	i	i	-4.8	5.2
COc1ccccc1OCC(=O)N1CCN(C(=O)c2ccco2)CC1	i	i	-1.1	0.9	i	i	5.1	i	i	-2.2	2.0

Carrying on.
SMILES	PolyA inh	KCNK9 inh	GSK3 alpha inh	hERG protect	KCNQ1 pot	KCNK3 block	Dyrk1A ADPGlo	KCNQ1 inh	RGS4 pot	HDAC3 inh	GSK3B inh
Cc1ccccc1C(=O)NNC1=NCCC1	i	i	0.1	-4.0	i	i	3.5	i	i	2.7	/
Cc1ccc(C(=O)N/C(=C\c2ccccc2F)c2nc(=S)[nH][nH]2)cc1	i	i	2.0	-4.4	i	i	2.6	i	i	-7.1	-1.6
Nc1ccc(N=Nc2ccccc2)c2cccnc12	i	i	5.5	-7.2	i	i	3.8	i	i	-0.5	-2.9
Cc1cc(C)cc(C(=O)NC(=S)Nc2cccnc2)c1	i	i	-3.0	-8.8	i	i	0.4	i	i	1.6	0.6
O=C(O)c1cccc(NC(=O)c2cc(NC(=O)c3ccccc3)cc(NC(=O)c3ccccc3)c2)c1	i	i	-4.3	-7.3	i	i	-6.5	i	i	-4.8	/
COc1cc(/C=N/N2C(=O)c3ccccc3NC2(C)c2cccc([N+](=O)[O-])c2)cc(Br)c1O (configuration not stated)	i	-13.8*	0.9	-16.3	i	i	0.1	i	i	16.9	2.3
